Screening data deposited in PubChem BioAssay by Small Molecule Screening Facility, UW Madison.
RMI-FANCM inh: disruptors of RMI1/RMI2 association with MM2 peptide – biochemical, fluorescence polarization, human, primary screen; RMI core complex with F-MM2 peptide; hits give low values; RMI core complex (RMI1/RMI2) binding to FANCM MM2 peptide, human; FP signal (polarization) at 33 µM; hit rate 0.58% among 70,000; in the data active = FP signal below about 40; also: inactives centre near 61; strong numbers were not always called active; unit not given here
* hit, by the source's call; & = joins results of further samples. The list is partial (hit frequency here may not be typical).

The first 2 records as a preview:
RMI-FANCM inh | SMILES
46 | O=C1CCC(=O)N1c1ccc(Cc2ccc(N3C(=O)CCC3=O)cc2)cc1
69 | Fc1ccc(-c2cc3c(SCc4cccc(C(F)(F)F)c4)nccn3n2)cc1

Main list (from the top)
RMI-FANCM inh | SMILES
46 | O=C1CCC(=O)N1c1ccc(Cc2ccc(N3C(=O)CCC3=O)cc2)cc1
69 | Fc1ccc(-c2cc3c(SCc4cccc(C(F)(F)F)c4)nccn3n2)cc1
137 | O=C(Nc1ccc2c(=O)c3cccc(F)c3oc2c1)c1ccco1
64 | CCCCNC(=O)Cc1csc2nc(-c3ccc(F)cc3)cn12
65 | Cc1ccc(NS(=O)(=O)c2ccc3[nH]c(=O)cc(C)c3c2)c(C)c1
58 | O=C(CN1CCN(Cc2nc3ccccc3[nH]2)CC1)Nc1ccc(OC(F)(F)F)cc1
67 | Cc1cc(NC(=O)c2ccc([N+](=O)[O-])o2)n(-c2nc3c(cnn3-c3cccc(C)c3C)c(=O)[nH]2)n1
60 | COC(=O)/C=C1\SC(=O)NC1=O
77 | Cc1cc(C)c(NC(=O)CSc2nccn3nc(-c4ccc(Cl)cc4)cc23)c(C)c1
68 | O=C(Nc1nnc(Cc2cccs2)o1)c1cc2cc([N+](=O)[O-])ccc2s1
65 | Cc1ccc(Cl)c2sc(NC(=O)C3CCCCN3S(C)(=O)=O)nc12 (stereo not drawn)
63 | Cc1ccc(CC(=O)Nc2c3c(nn2C)CCC3)c(C)c1
58 | CC[C@H]1CN2CCc3cc(OC)c(OC)cc3C2C[C@@H]1CC1NCCc2cc(OC)c(OC)cc21 (stereo partly drawn)
53 | CC(=O)Nc1ccc(NS(=O)(=O)c2ccc(C)cc2)c(C)c1
58 | COc1cc(NC(=O)c2n[nH]nc2Nc2cccc(F)c2)cc(OC)c1
58 | Cc1cc(C)nc(NS(=O)(=O)c2ccc(NC(=O)c3sc4ccccc4c3Cl)cc2)n1
54 | CCOC(=O)C1CCN(C(=O)c2nn(-c3ccc(C)cc3)c(=O)cc2OC)CC1
82 | O=C(CSc1ncnc2sc3c(c12)CCC3)Nc1ccc(F)c(Cl)c1
82 | Cc1ccc(C)c(CSc2nccn3nc(-c4cccs4)cc23)c1
67 | CN(C)CCNC(=O)C(=O)Nc1ccc(Cl)c(N2CCCS2(=O)=O)c1
65 | CCc1ccc(-n2nnc(C(=O)OCc3ccccc3F)c2C)cc1
72 | O=C(NCCc1ccccc1)C(=O)NCC(=O)N1CCOC(c2ccccc2)C1 (stereo not drawn)
66 | Fc1ccc2nc(Nc3ccccc3)sc2c1
51 | COc1cccc2sc(NC(=O)c3cccc(S(=O)(=O)C(C)C)c3)nc12
63 | COc1ccc(-c2csc3c(=O)n(Cc4ccccc4Cl)cnc23)cc1
72 | O=C(CCCn1nc(-c2ccccc2)ccc1=O)Nc1cccc(C(F)(F)F)c1
64 | CS(=O)(=O)N1CCCC(C(=O)NCc2ccccc2)C1 (stereo not drawn)
63 | Cc1nnc(NC(=O)CCc2csc(NC(=O)NC3CCCCC3)n2)s1
67&50 | O=C(CSc1n[nH]c(=O)n1C1CC1)c1cc(-c2ccccc2)no1
52 | OC(CN1CCN(c2nc3ccc(Cl)cc3s2)CC1)Cn1ccc2ccccc21 (stereo not drawn)

Arranged by length of the SMILES (smallest number first): part of the list above.
RMI-FANCM inh | SMILES
66 | Fc1ccc2nc(Nc3ccccc3)sc2c1
64 | CS(=O)(=O)N1CCCC(C(=O)NCc2ccccc2)C1 (stereo not drawn)
65 | CCc1ccc(-n2nnc(C(=O)OCc3ccccc3F)c2C)cc1
53 | CC(=O)Nc1ccc(NS(=O)(=O)c2ccc(C)cc2)c(C)c1
63 | Cc1nnc(NC(=O)CCc2csc(NC(=O)NC3CCCCC3)n2)s1
82 | O=C(CSc1ncnc2sc3c(c12)CCC3)Nc1ccc(F)c(Cl)c1
67&50 | O=C(CSc1n[nH]c(=O)n1C1CC1)c1cc(-c2ccccc2)no1
67 | CN(C)CCNC(=O)C(=O)Nc1ccc(Cl)c(N2CCCS2(=O)=O)c1
51 | COc1cccc2sc(NC(=O)c3cccc(S(=O)(=O)C(C)C)c3)nc12
72 | O=C(CCCn1nc(-c2ccccc2)ccc1=O)Nc1cccc(C(F)(F)F)c1
54 | CCOC(=O)C1CCN(C(=O)c2nn(-c3ccc(C)cc3)c(=O)cc2OC)CC1
58 | Cc1cc(C)nc(NS(=O)(=O)c2ccc(NC(=O)c3sc4ccccc4c3Cl)cc2)n1
58 | CC[C@H]1CN2CCc3cc(OC)c(OC)cc3C2C[C@@H]1CC1NCCc2cc(OC)c(OC)cc21 (stereo partly drawn)

(continued)
RMI-FANCM inh | SMILES
59 | CC1CCN(S(=O)(=O)c2ccc([N+](=O)[O-])cc2)CC1
57 | Cc1ccc(C(=O)NCC(c2ccsc2)N(C)C)cc1C (stereo not drawn)
101 | Cc1nnc(SCC(=O)Nc2ccc(-c3nc4ccccc4s3)cc2)s1
58 | CCNc1c([N+](=O)[O-])cc(Cl)cc1[N+](=O)[O-]
15* | CC(=O)N1CCc2c(sc(NC(=O)CS(=O)(=O)c3ccc(Cl)cc3)c2C(N)=O)C1
71 | Cc1ccccc1C(=O)NCCn1ncc2c(=O)n(Cc3ccccc3F)cnc21
56 | O=c1c2ccccc2cnn1-c1cc(Cl)ccc1Cl
69 | Cc1ccc(-c2csc(-c3nnn(-c4cccc(F)c4)c3C)n2)cc1
61 | O=C(Cc1ccc(Cl)cc1)NNC(=O)c1cccn(Cc2ccc(F)cc2)c1=O
64&56 | O=C(O)c1cc(=O)c2ccccc2[nH]1
58 | O=C1CSc2ccc(C(F)(F)F)cc2N1Cc1c(Cl)cccc1Cl
58 | Nc1nc(SCC(=O)Nc2cc(C(F)(F)F)ccc2Cl)[nH]c(=O)c1NC(=O)c1cccs1
110 | COC1=CCC(OC)C=C1/C=C/C(=O)c1c(C)nc2ccc(Br)cc2c1-c1ccccc1 (stereo not drawn)
56 | COC(=O)c1ccc(NC(=O)Cc2csc(SCC(=O)Nc3ccc(OC)cc3)n2)cc1
71 | O=C(CCC1CCCCC1)NCCOc1ccc2nnc(-c3ccc(F)cc3)n2n1
55 | CNC(=O)c1ccccc1Sc1cccc2cccc(C(=O)O)c12
47 | Cc1nc(-c2ccccc2)sc1C(=O)Nc1ccc2c(c1)OCCO2
50 | COCC(C)NC(=O)c1ccc2nccnc2c1 (stereo not drawn)
44 | CC(C)=CCc1c2c(c3occ(-c4ccc(O)c(O)c4)c(=O)c3c1O)C=CC(C)(C)O2
62 | O=C1CCCC(=O)N1CCS(=O)(=O)N1CCN(c2ccccc2Cl)CC1
75 | O=C(Nc1ccccc1F)c1ccc(CNS(=O)(=O)c2cccc(Cl)c2)cc1
41 | Cn1c(=O)c2c(nc(Br)n2CC(O)COc2ccc3ccccc3c2)n(C)c1=O (stereo not drawn)
64 | COC(=O)CCn1ccc(=O)[nH]c1=O
51 | O=C(c1nnc(-c2ccccc2)o1)N1CCN(c2ccc(C(F)(F)F)cn2)CC1
51 | O=C(CS(=O)(=O)c1ccc(F)cc1)Nc1ncc(S(=O)(=O)c2ccc([N+](=O)[O-])cc2)s1
61 | CC(C)Oc1ccc(C(=O)Nc2cc3ccccc3cc2NC(=O)c2ccc(OC(C)C)cc2)cc1
63 | O=C(Cn1c(=O)n(Cc2cccs2)c(=O)c2ncccc21)Nc1ccc2c(c1)OCO2
58 | COc1ccc(OCC(=O)N2CCC(c3nnc(C4CC4)o3)CC2)cc1
66 | COc1cc(NC(=O)C2CCCN(c3ccc(-c4ccccc4OC)nn3)C2)cc(OC)c1 (stereo not drawn)
60 | COC(=O)C1=C(N)Oc2cc(C)n(Cc3ccco3)c(=O)c2C1c1cccc(Cl)c1 (stereo not drawn)
56 | CCOC(=O)c1c(NC(C)=O)sc(C)c1C
72 | c1ccc(-c2nc(NCc3cccnc3)c3oc4ccccc4c3n2)cc1
57 | O=C(CN(Cc1ccccc1)Cc1ccccc1)N1c2ccccc2Sc2ccccc21
57 | c1ccc(N2CCN(c3ccccc3)C2c2cccnc2)cc1
50 | CCOC(=O)Sc1nc(-c2cccc([N+](=O)[O-])c2)cn1C(=O)OCC
57&60 | NCCCCC(=O)O
57 | COc1ccc(OC)c2sc(N)nc12
51 | COc1ccc(NS(=O)(=O)c2ccc(Cl)s2)cc1N1CCCCC1=O
56 | NC(N)=NCC1COC2(CCCCC2)O1 (stereo not drawn)
63 | Cc1cc(C(=O)Nc2nnc(-c3cccc(S(C)(=O)=O)c3)o2)on1
54 | N#C/C(=C\Nc1ccc(OC(F)(F)F)cc1)C(=O)C1CC1
61 | Cc1ccc(N=NN(C)C)cc1
73 | CNc1nc2c(=O)[nH]nc(-c3ccccc3)c2s1
66 | N#Cc1ccc(C(=O)NCC(c2ccsc2)N2CCOCC2)cc1 (stereo not drawn)
61 | CC(=O)Nc1ccc(SCCCC(=O)N2CCN(c3ccccc3F)CC2)nn1
164 | O=C(Cn1cccc(-c2nc(-c3ccc(Cl)cc3)no2)c1=O)Nc1ccc(F)cc1
74 | CCCCCOc1ccc(C(=O)Nc2nc3cc4c(cc3s2)OCCO4)cc1
-9 | N#Cc1ccsc1NC(=O)c1cc(Cl)cc(Cl)c1
57 | Cc1ccc(S(=O)(=O)N2CCN(CCNC(=O)C3CC3)CC2)cc1
50 | COc1ccccc1Oc1ccc(C(F)(F)F)cc1N

Next section:
RMI-FANCM inh | SMILES
71 | Cc1cccc(-n2ncc3c(=O)n4c(nc32)SCC4CC(=O)Nc2cccc(C)n2)c1 (stereo not drawn)
72 | Cc1cc(-c2nnc(NC(=O)C(C)(C)C)o2)nn1C
73 | COc1ccc(C)cc1NC(=O)CS(=O)c1ncc(-c2ccccc2)n1C (stereo not drawn)
55 | N/C(=N/OC(=O)c1ccc(Cl)cc1)c1cccc(CS(=O)(=O)c2ccccn2)c1
72 | O=C(Nc1cc(F)ccc1F)c1cccn(OCc2ccccc2F)c1=O
83 | Cc1ccc(-c2cc(=O)n(CC(=O)Nc3ccc(C)c(Cl)c3)cn2)cc1
63 | COc1ccc(-n2nnnc2Cc2nnnn2-c2ccc(OC)cc2)cc1
80 | COc1ccc(/C=N\N=C2\NC(=O)C(CC(=O)Nc3ccccc3)S2)cc1 (stereo not drawn)
50 | O=C(CO/N=C\c1ccc(Cl)cc1Cl)NNC(=S)Nc1cc(Cl)ccc1Cl
107 | O=c1c2nccnc2n(Cc2cccc(Cl)c2)c(=O)n1Cc1ccccc1
58 | NC(=O)c1ccccc1NC(=O)Cc1cc(=O)[nH]c(SCc2cccc(Cl)c2)n1
64 | COc1ccc(CCNC(=O)NNC(=O)c2ccc(=O)n(Cc3ccc(C)cc3)c2)cc1
59 | O=C(NCCS(=O)(=O)N1CCN(CCc2ccccc2)CC1)c1cccc(Cl)c1
64 | COc1ccc(Cl)cc1C(=O)N1CCN(Cc2nc(-c3ccco3)cs2)CC1
58 | Cc1ccc(C)c(CSc2nc3ccccc3[nH]2)c1
70 | COc1ccc(N2CCN(C(=O)Cc3csc(Nc4ccc(F)cc4)n3)CC2)cc1
69 | CC[C@H]1OC(=O)[C@H](C)[C@@H](O[C@H]2C[C@@](C)(OC)[C@@H](O)[C@H](C)O2)[C@H](C)[C@@H](O[C@@H]2O[C@H](C)C[C@H](N(C)C)[C@H]2O)[C@](C)(OC)C[C@@H](C)C(=O)[C@H](C)[C@@H](O)[C@]1(C)O
67 | COc1ccc(NC(=O)Nc2nnc(SCCN3CCOCC3)s2)cc1OC
65 | CCc1ccc(NC(=O)CSc2nnc(-c3cccn(CC)c3=O)n2C)cc1
70 | NS(=O)(=O)c1ccc(N2C(=O)/C(=C\c3ccccn3)SC2=S)cc1
54 | N#C/C(=N/Nc1cc(C(F)(F)F)cc(C(F)(F)F)c1)C(=O)c1ccco1
64 | Cc1ccccc1C(=O)Nc1ccc2c(c1)C(=O)NCCO2
53 | N#CCC(=O)c1cccc(CSc2cccc(C(F)(F)F)c2)c1
49 | N#CC(C#N)=C1SC=C(c2ccc(Cl)cc2)S1
53 | N#C/C(=C\c1ccc(Cl)cc1)c1ccc(O)cc1
76 | O=C(CC1CCCCN1S(=O)(=O)c1cccs1)Nc1cc(C(F)(F)F)ccc1Cl (stereo not drawn)
60 | NC(=O)C1CCN(CCS(=O)(=O)c2ccccc2)CC1
80 | Cc1ccc(C)c(-c2cc(-c3nc(-c4cccnc4)no3)[nH]n2)c1
56 | Cc1c(Br)sc(Br)c1-c1ccccc1
65 | Cn1c(=NC(=O)c2ccccc2I)sc2ccc3ccccc3c21
58 | COC(=O)c1ccsc1NC(=O)c1ccccc1Cl
82 | O=C(Cn1cnc2c(sc3ccccc32)c1=O)N1CCN(c2ccccc2F)CC1
66 | Cn1c(=O)c2[nH]c(CNCc3ccccc3Cl)nc2n(C)c1=O
71 | O=C(/C=C/c1ccccc1)N(CCn1cccn1)c1nc2ccccc2s1
71 | O=C(CSc1nc2scc(-c3ccc(F)cc3)c2c(=O)n1-c1ccccc1)NCC1CCCO1 (stereo not drawn)
62 | Cc1ccc(C(=O)Nc2cc(C(=O)N3CCC(C)CC3)cn(C)c2=O)cc1C
64 | Cc1onc(-c2c(Cl)cccc2Cl)c1NC(=O)N1CCCN2C(=O)c3ccccc3C12 (stereo not drawn)
71 | COc1ccc(NC(=O)CSc2nc(-c3ccc(Cl)cc3)cs2)c(OC)c1
104 | Cc1c(C#N)c2nc3ccccc3n2c(=O)/c1=C/Nc1ccc(F)cc1
66 | Cc1ccc(N2CC(c3nc(-c4ccncc4)no3)CC2=O)cc1 (stereo not drawn)
69 | COc1ccc(OC)c(S(=O)(=O)NCC2(c3cccs3)CCCC2)c1
52 | COc1ccc(Cl)c2sc(NC(=O)c3ccccc3NS(=O)(=O)c3ccc(F)cc3)nc12
71 | COc1cc2nc(NN)sc2cc1OC
52 | CN1[C@@H]2CC[C@H]1CC(OC(=O)C(O)c1ccccc1)C2 (stereo partly drawn)
59 | O=C(NN1CCOCC1)c1cc(-c2ccc(Cl)s2)nc2ccccc12
